# Source: PubChem BioAssay
# Sm TGR block: qHTS Assay for the Inhibitors of Schistosoma Mansoni Peroxiredoxins | Schistosoma mansoni thioredoxin glutathione reductase (TGR), Q962Y6 | AID 485364, 2010 | purified TGR, DTNB reduction, TNB absorbance 405 nm | Potency, µM (highest dose often 114 µM), without a hit: at the highest dose activity change, negative = inhibition, hits mostly inhibitors | 3% of 360,000 active; note: potency is the fitted concentration of half-maximal effect; nearly all actives have a fitted effect of over 60% in size
#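 Kinetic colorimetric format: TGR-catalysed, NADPH-driven DTNB reduction monitored via TNB absorbance. Enzyme dispensed at 20 nM; compound exposure 15 min at room temperature before reaction start.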
# AmpC inh detg: qHTS Inhibitors of AmpC Beta-Lactamase (assay with detergent); P00811; AmpC hydrolysis of nitrocefin, absorbance 480 nm, 0.01% Triton; Potency, µM (series often up to 114 µM), inactives show at the highest dose activity change, negative = inhibition, usual class: inhibitors; 0.041% of 370,000 active; AID 485294, 2010;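 note: potency is the fitted concentration of half-maximal effect; 0% = no-compound wells and -100% = no-enzyme wells; nearly all actives have a fitted effect of over 25% in size; some results filed as inactive show a strong effect at the top dose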
# Target sequence (P00811 whole entry, looked up): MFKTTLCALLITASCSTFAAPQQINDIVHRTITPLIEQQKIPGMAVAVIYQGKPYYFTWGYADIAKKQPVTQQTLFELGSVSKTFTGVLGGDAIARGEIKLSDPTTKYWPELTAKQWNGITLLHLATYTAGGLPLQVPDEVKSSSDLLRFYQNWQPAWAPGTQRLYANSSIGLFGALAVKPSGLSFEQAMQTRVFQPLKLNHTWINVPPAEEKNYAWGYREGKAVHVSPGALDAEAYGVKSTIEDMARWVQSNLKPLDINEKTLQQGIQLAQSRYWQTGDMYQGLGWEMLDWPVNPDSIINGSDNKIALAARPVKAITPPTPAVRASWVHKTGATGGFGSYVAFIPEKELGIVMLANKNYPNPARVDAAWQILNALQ
#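 20 mM phosphate pH 7.0 + 0.01% (detergent screen) or 0.0001% Triton X-100; 5.3 nM AmpC reagent; cpd preinc 15 min RT; nitrocefin (800 uM stock) to start; A480 q20 s × 4 min; Activity was normalised to no-enzyme and no-compound control wells.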
# Giardia FBPA inh: qHTS Assay for Inhibitors of Fructose-1,6-bisphosphate Aldolase from Giardia Lamblia. 0.71% of 290,000 active. AID 2451, 2010. purified Giardia FBPA. A8B2U2. Potency, µM (titrated, usually from 59.6 µM), for the others: at the highest dose activity, negative = inhibition, usual class: inhibitors; note: potency is the fitted concentration of half-maximal effect; nearly all actives have a fitted effect of over 55% in size
# Target sequence (A8B2U2 whole entry, looked up): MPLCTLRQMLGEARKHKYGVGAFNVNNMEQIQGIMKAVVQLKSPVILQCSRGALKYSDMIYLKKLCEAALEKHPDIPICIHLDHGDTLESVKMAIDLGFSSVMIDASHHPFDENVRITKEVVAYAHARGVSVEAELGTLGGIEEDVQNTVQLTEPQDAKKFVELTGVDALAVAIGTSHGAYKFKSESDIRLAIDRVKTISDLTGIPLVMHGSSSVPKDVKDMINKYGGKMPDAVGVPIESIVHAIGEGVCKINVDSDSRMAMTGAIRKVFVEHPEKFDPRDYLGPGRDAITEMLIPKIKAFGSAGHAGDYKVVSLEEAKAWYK
#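 Giardia FBPA (40 nM reagent) was preincubated 10 min at RT with compound (up to 57.5 uM final), then substrate plus GAPDH/TPI/NAD/arsenate coupling system with diaphorase/resazurin was added; resorufin fluorescence (525/598 nm) was read after 20 min.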
# AmpC no deterg: qHTS Inhibitors of AmpC Beta-Lactamase (assay without detergent) | AmpC nitrocefin hydrolysis, absorbance 480 nm, 0.0001% Triton | 0.52% of 330,000 active | Potency, µM (highest dose often 57.1 µM), inactives show at the top dose activity change, negative = inhibition, usual class: inhibitors | P00811 | AID 485341, 2010;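 note: potency is the fitted concentration of half-maximal effect; plate controls were no compound for no effect and no enzyme for full effect; nearly all actives have a fitted effect of over 20% in size; some results filed as inactive show a strong effect at the top dose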
#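 20 mM phosphate pH 7.0 + 0.01% (detergent screen) or 0.0001% Triton X-100; 5.3 nM AmpC reagent; cpd preinc 15 min RT; nitrocefin (800 uM stock) to start; A480 q20 s × 4 min; Activity was normalised to no-enzyme and no-compound control wells.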
# HCMV antiviral: qHTS Assay for inhibitors of the human cytomegalovirus (HCMV). HFF cells, HCMV-luciferase reporter, 72 h; stronger effect = lower value. activity change, negative = inhibition, % at 57.5 µM. 4.5% of 410,000 active. AID 1259415, 2018; in the data active = activity change below about -60%; inconclusive = no clear call, values can overlap the other calls; inactive = above about -39%
#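 Inhibition of viral replication was scored as loss of reporter luminescence in HFFs infected with HCMV-luciferase (MOI 1 PFU/cell) for 72 h; compounds tested at 2 doses, normalized to buffer and Salinomycin controls.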
# HCV inhibitor: qHTS Assay for Inhibitors of Hepatitis C Virus (HCV); Potency, µM (doses to about 41.8 µM), without a hit: at the top dose activity change, negative = inhibition, actives largely listed as inhibitors; 3.4% of 340,000 active; AID 651820, 2012; Huh7.5.1 HCVcc-Cre infection, luciferase reporter, 44 h; note: potency is the fitted concentration of half-maximal effect
#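 Infectious HCV cell culture screen: compound-treated cells (1,000/well, pre-plated 4 h) are infected with HCVcc-Cre at roughly 0.5 moi and grown 44 h. Infection is quantified by luciferase signal after 15 min substrate incubation at room temperature.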
# Active calls of the source: *; ? = inconclusive; / = no result given; & = joins results of further samples; [ ] = another dose, or the depositor's remark. Unless noted, calls come from the whole dose curve; as a rule, active = well fitted curve in the direction sought with a large enough effect; inconclusive = small, poorly fitted or top-dose-only effect, or another doubt; inactive = no such curve, though single readings can be large; an effect the other way counts as inactive or inconclusive. Unless noted, % is set by controls: 0 for no effect and ±100 for the full control effect.
# The line under a structure holds: Sm TGR block	AmpC inh detg	Giardia FBPA inh	AmpC no deterg	HCMV antiviral	HCV inhibitor
> COc1ccc(C(c2nnnn2CCc2ccccc2)N2CCN(C)CC2)cc1OC (stereo not drawn)
  89µM*	-2%	6%	1%	-19	-6%
> O=C(COC(=O)c1ccccc1)NC12CC3CC(CC(C3)C1)C2
  -6%	-3%	/	-17%	2	8%
> O=C1CCCN1CN(C(=O)c1ccccc1)c1ccc(F)cc1
  -23%	?	16%	-15%	18	9%
> O=C(Nc1c2c(nn1-c1ccc(F)cc1)CS(=O)C2)c1ccco1 (stereo not drawn)
  -7%	-4%	/	-11%	81	6%
> O=C(Nc1ccccc1F)c1ccc(CNS(=O)(=O)c2cccc(C(F)(F)F)c2)cc1
  -10%	?	9%	-20%	-34	-16%
> O=C(/C=C/c1cn(-c2ccccc2)nc1-c1cccnc1)c1ccco1
  -23%	0%	0%	-6%	-99*	?
> COc1ccc(CN(C)C(C)C(=O)Nc2ccc([N+](=O)[O-])cc2Cl)cc1OC (stereo not drawn)
  -7%	-10%	-1%	13%	80	?
> O=C(CN(CC1CCCO1)C(=O)CNS(=O)(=O)c1ccc(Cl)cc1)NCc1ccccc1 (stereo not drawn)
  -12%	-13%	10%	47%	-21	6%
> CN(C)C(CNS(=O)(=O)c1ccc2ccccc2c1)c1ccccc1 (stereo not drawn)
  4%	-1%	-20%	63%[activator]	4	14%
> Cc1ccc(C(=O)OCC(=O)NC(C)c2ccccc2)s1 (stereo not drawn)
  /	/	/	-13%	16	-1%
> COc1ccc(Cl)cc1NC(=O)CNc1ccccc1CN(C)C1CCCCC1
  1%	-1%	0%	-11%	3	-28%
> COCCn1c(SCC(=O)Nc2cccc(C(=O)OC)c2)nc2ccccc2c1=O
  2%	-20%	4%	-16%	-16	-25%
> CC(=O)c1ccc(Nc2c(C)n(C)n(-c3ccccc3)c2=O)cc1
  9%	5%	4%	-21%	-5	6%
> O=C(Nc1ccc2c(c1)C(=O)N(C1CCCCC1)C2=O)C1CCCO1 (stereo not drawn)
  -3%	-5%	-1%	26%	19	-15%
> COc1ccccc1CNC(=O)COC(=O)c1c[nH]c2ccccc12
  -2%	-10%	/	-25%	-14	?
> Cc1cccc(CN2CCN(C(C)C(=O)NC(C)c3ccccc3)CC2)c1 (stereo not drawn)
  -11%	5%	?	41%	6	-10%
> COc1ccc(C(=O)NCCS(=O)(=O)NCc2cccnc2)cc1
  1%	-5%	/	-13%	-20	25%
> CC1(C)Cc2c(sc3ncnc(NN)c23)CO1
  7%	3%	14%	-22%	-17	-3%
> CCOC(=O)Cn1c(=O)n(-c2ccccc2OC)c2nc(-c3ccccc3C)nc(C(N)=O)c21
  -14%	-4%	/	/	34	/
> COCc1nnc(NC(=O)C2CC(=O)N(C3CCCC3)C2)s1 (stereo not drawn)
  1%	-7%	6%	59%[activator]	9	12%
> Cc1cc(Br)cc(C)c1NC(=S)NC(=O)CC(C)C
  ?	-1%	-1%	-26%	35	-2%
> COc1ccc(C2/C(=C(/O)c3ccccc3)C(=O)C(=O)N2C)c(OC)c1 (stereo not drawn)
  7%	-11%	19%	-17%	23	7%
> CC1=C(C)CC(C(=O)NNC(=O)c2csc3c2CCC(C(C)(C)C)C3)C(C(=O)O)C1 (stereo not drawn)
  -4%	-4%	17%	-36%	35	-8%
> Cc1noc(C)c1CN1C(=O)NC(Cc2ccccc2)(Cc2ccccc2)C1=O
  -8%	-10%	3%	-5%	14	19%
> CCN(CC)CCN(Cc1cc2ccc(C)cc2[nH]c1=O)C(=S)Nc1ccccc1C(=O)OC
  0%	-8%	-3%	88%[activator]	-21	?
> CC(C)CCNC(=O)Cn1c(=O)oc2cc(S(=O)(=O)N3CC(C)CC(C)C3)ccc21 (stereo not drawn)
  -8%	-13%	3%	-12%	?	0%
> COc1cc(Cl)c(C)cc1NC(=O)COC(=O)c1cc(SC)ccc1Cl
  -7%	-11%	8%	-13%	5	-1%
> O=C(COC(=O)c1ccccc1C(=O)N1CCN(c2ccccc2)CC1)Nc1ccccc1
  7%	0%	-3%	55%	27	?
> O=C(Nc1cc(C2CC2)nn1-c1ccccc1)c1ccc(F)cc1
  /	/	/	-6%	-20	8%
> Cc1c(N=Cc2ccco2)c(=O)n(-c2ccccc2)n1C
  -2%	?	2%	1%	14	?
> CN(CC(=O)Nc1ccc(N2CCOCC2)cc1)CC(=O)Nc1ccccc1[N+](=O)[O-]
  3%	1%	0%	3%	67	1%
> CC(Sc1nnc(-c2ccco2)o1)C(=O)Nc1ccc(OC(F)F)cc1 (stereo not drawn)
  /	/	/	-10%	0	6%
> COCC(=O)Nc1c(C(=O)Nc2cccc(OC)c2)oc2ccccc12
  2%	-9%	3%	13%	130	?
> O=C(CNC(=O)c1ccc(-c2ccccc2)cc1)Nc1cccc(CO)c1
  /	/	/	-14%	61	-3%
> CCC(C)NC(=O)CCCn1c(=O)c2cccn2c2ccccc21 (stereo not drawn)
  6%	11%	/	/	2	/
> C[C@@H]1CC[C@]2(O[C@@H](CCO)C[C@H](O)[C@H]2O)O1
  3%	-2%	0%	-6%	-30	-13%[8.37 µM]
> CC(=O)C(Sc1ncnc2c1nnn2-c1ccc(F)cc1)C(=O)N(C)C (stereo not drawn)
  -27%	0%	-28%	-14%	-10	-6%
> CCOC(=O)c1sc(NC(=O)CSc2ccccn2)c(C#N)c1C
  0%	-1%	7%	/	?	?
> Cc1ccc(CNS(=O)(=O)c2ccc3c(c2)OCCO3)cc1
  5%	-12%	6%	-14%	-12	-13%
> Cc1ccc(S(=O)(=O)N(CC(=O)Nc2ccc(C(C)C)cc2)Cc2ccccc2)cc1
  2%	-6%	/	/	8	/

# 3 entries already listed, ordered by length of the SMILES, rising.
# The line under a structure holds: Sm TGR block	AmpC inh detg	Giardia FBPA inh	AmpC no deterg	HCMV antiviral	HCV inhibitor
> Cc1c(N=Cc2ccco2)c(=O)n(-c2ccccc2)n1C
  -2%	?	2%	1%	14	?
> CCOC(=O)c1sc(NC(=O)CSc2ccccn2)c(C#N)c1C
  0%	-1%	7%	/	?	?
> O=C(Nc1c2c(nn1-c1ccc(F)cc1)CS(=O)C2)c1ccco1 (stereo not drawn)
  -7%	-4%	/	-11%	81	6%

# The results go on.
# The line under a structure holds: Sm TGR block	AmpC inh detg	Giardia FBPA inh	AmpC no deterg	HCMV antiviral	HCV inhibitor
> Cc1ccc(NC(=O)COC(=O)c2oc3ccccc3c2C)cc1S(=O)(=O)N1CCOCC1
  5%	-11%	/	0%	-13	?
> CC(C)(C)C(=O)Cn1ncc(N2CCOCC2)c(Br)c1=O
  12%	?	3%	0%[2.29 µM]	-7	8%
> Cc1ccc(C)c(S(=O)(=O)N2CCNCC2)c1
  -4%	-4%	7%	-17%	10	12%
> CCCC1=Nc2cc(C(=O)N3CCC(C(=O)OCC)CC3)ccc2Sc2ccccc21
  7%&6%	0%&27%	-6%	201%[activator]	-39&0	?
> CSCC[C@H](NS(=O)(=O)c1ccc(C)cc1)C(=O)N1CCC(C(=O)N[C@@H](C)C(=O)O)CC1
  -4%	?	7%	-17%	18	-3%
> COc1cc2c(=O)n(Cc3ccccc3)c(=O)n(CC(=O)NCc3ccco3)c2cc1OC
  2%	?	5%	13%	20	?
> CCOc1ccc(C2CC(c3ccc(OC)cc3)n3ncnc3N2)cc1 (stereo not drawn)
  3%	-10%	4%	?	18	-4%
> O=C(c1ccccc1)N1CC(COc2ccccc2)OC(c2ccco2)O1 (stereo not drawn)
  -6%	0%	1%	25%	-10	26%
> Cc1nn(Cc2ccccc2)c(=O)c2nn(-c3ccc(Cl)cc3)c(C)c12
  -24%	-18%	6%	-26%	-21	-19%
> Cc1ccc2c(c1)N(C(C)C(=O)NCc1ccccn1)C(=O)CO2 (stereo not drawn)
  8%	-1%	-2%	23%	14	5%
> CCN(CC)c1nc(Oc2ccc(C(=O)OC)cc2)nc(N2CCOCC2)n1
  /	3%	0%	7%	-31	?
> CC1(C)Cc2c(sc(NC(=O)C(=O)N3CCCC3)c2C#N)CO1
  -3%	2%	-14%	-19%	0	15%
> COC(=O)N/N=C/c1cccc(OC(=O)c2ccc3c(c2)OCO3)c1
  7%	-3%	-5%	-11%	14	2%
> O[C@@H]1CN(C2CCCCC2)CC[C@H]1N1CCN(CCc2ccccc2)CC1
  -14%	-16%	0%	-18%	/	?
> Cc1cccc(Cn2c(CNS(=O)(=O)c3ccc(Cl)s3)nc3cccnc32)c1
  1%	2%	/	/	-36	/
> COc1ccc2c(c1)CCc1c(C(=O)NCc3ccc(F)cc3)noc1-2
  -21%	?	-9%	-22%	17	0%
> CC(Sc1cn(CCNC(=O)c2ccccc2F)c2ccccc12)c1ccccc1 (stereo not drawn)
  0%	1%	/	/	-15	/
> COc1ccc(Cc2noc(-c3ccccc3)n2)cc1OC
  10%	?	6%	-7%[11.4 µM]	?	?
> COC1CCCN(C(=O)c2cccc(OC3CCN(S(=O)(=O)N(C)C)CC3)c2)C1 (stereo not drawn)
  5%	-10%	-3%	24%	23	-8%
> O=C(CCSc1nnnn1-c1ccccc1)N1CCOCC1
  -2%	-6%	3%	-14%	31	-7%
> Cc1cc(-c2ccccc2)nc(N/N=C/c2ccco2)n1
  -29%	-2%	-2%	-32%	30	-29%
> Cc1ccc(SCc2cc(=O)[nH]c(/N=C(\N)Nc3ccccc3Sc3ccccc3)n2)cc1
  1%	?	1%	-22%	-94*	15%
> CCc1ccc(C(=O)c2cn(CC(=O)Nc3ccc(OC)cc3OC)c3ccc(CC)cc3c2=O)cc1
  -6%	1%	/	/	-21	/
> COc1cc(OC)c(OC)cc1CNC(=O)c1cc(=O)[nH]c2ccccc12
  5%	2%	-6%	-1%	18	-6%
> CC(=O)c1c(COC(=O)c2ccccc2Cl)nc2ccccc2[n+]1[O-]
  12%	?	0%	-11%	5	?
> COc1ccc(NC(=O)COC(=O)Cn2c(C)nc3ccccc32)cc1OC
  8%	-11%	4%	92%[activator]	-12	11%
> CC(C)(C)P(=O)(CO)c1ccccc1 (stereo not drawn)
  -2%	-15%	0%	-8%	-15	25%
> COc1ccc(-c2cc(C(=O)Nc3cccc(C(C)=O)c3)no2)cc1OC
  0%	22%	/	/	-11	/
> CCCc1nnc(SCC(=O)N2CCCCC2)n1CC1CCCO1 (stereo not drawn)
  0%	4%	6%	-28%	-18	15%
> Cc1cc(C)cc(NC(=S)NCc2cccn2C)c1
  -17%	?	0%	-46%	-6	?

# Compound profiles (already shown). Screens in order: Sm TGR block	AmpC inh detg	Giardia FBPA inh	AmpC no deterg	HCMV antiviral	HCV inhibitor
# Profile of CCc1ccc(C(=O)c2cn(CC(=O)Nc3ccc(OC)cc3OC)c3ccc(CC)cc3c2=O)cc1 → -6%	1%	/	/	-21	/
# Profile of CC(=O)c1c(COC(=O)c2ccccc2Cl)nc2ccccc2[n+]1[O-] → 12%	?	0%	-11%	5	?
